Screens deposited in PubChem BioAssay by National Center for Advancing Translational Sciences (NCATS).
CRE-bla_Fsk: CRE-bla signaling modulation under forskolin stimulation; CHO CRE-bla reporter (cAMP response element driving beta-lactamase), forskolin EC10, beta-lactamase ratio; Potency, µM (series often up to 38.2 µM), inactives show top-dose activity change, negative = inhibition, actives largely listed as activators; actives 2.5% (n = 71,000); AID 662; active = well fitted activation curve with a large enough effect in the signal ratio, with a control signal flat, not every such curve was filed as active; inconclusive = small, poorly fitted or top-dose-only effect, or effect the other way, or a change in a side signal; the % refers to the signal ratio; note: potency is the fitted concentration of half-maximal effect; % of control where 0% means no effect
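Modulation of forskolin-driven signalling is measured in CHO cells carrying a CRE-controlled beta-lactamase reporter. Cells are stimulated with EC10 NKH 477 in the presence of titrated compound for 3 h at 37 °C, then loaded with CCF4 for 2 h at room temperature.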
USP2a_inhib: USP2a (human) protease inhibition. O75604. USP2a enzymatic assay, qHTS inhibition. Potency, µM (series often up to 38.3 µM), for inactives: at the top dose activity change, negative = inhibition, actives largely listed as inhibitors. actives 0.1% (n = 60,000). AID 927;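 note: potency is the fitted concentration of half-maximal effect; nearly all actives have a fitted effect of over 60% in size; plate controls were DMSO for no effect and NEM full inhibition control for full effect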
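Coupled readout: USP2-cleaved Ub-PLA2 (20nM final) turns over NBD C6-HPC (20uM final), Ex 460nm/Em 535nm after 2.5 h, time-zero read flagging artifacts. Enzyme (20nM final, pH 8.0 Tris) given 30 min RT with compound first; NEM defines full inhibition.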
HBB_splicing: alters splicing of the hemoglobin beta chain; HBB splicing reporter cell assay, activation; EGFP reporter with mutant IVS2-654 intron; response scale: normalised to 500 nM splice-correcting PNA; Potency, µM (series often up to 46.1 µM), without a hit: top-dose activation, hits mostly activators; actives 0.06% (n = 65,000); AID 925; note: potency is the fitted concentration of half-maximal effect; 0% is about no effect
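Compounds were applied for 2 days to HeLa EGFP-654 cells, 500/well in Optimem with 2% FCS. The reporter's EGFP is disrupted by mis-splicing of beta-globin intron IVS2-654. Readout: summed well GFP fluorescence from 488 nm laser scanning; reference was 500 nM antisense […] 654 PNA.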
15-hLO_inh: inhibitors of human 15-lipoxygenase (ALOX15). P16050. purified 15hLO-1, xylenol orange hydroperoxide absorbance. Potency, µM (highest dose often 57.1 µM), for inactives: top-dose activity change, negative = inhibition, most hits filed as inhibitors. actives 1.4% (n = 74,000). AID 887; note: potency is the fitted concentration of half-maximal effect; % is set by controls: 0 for no effect and ±100 for the full control effect; nearly all actives have a fitted effect of over 55% in size
Target sequence (P16050 whole entry, looked up): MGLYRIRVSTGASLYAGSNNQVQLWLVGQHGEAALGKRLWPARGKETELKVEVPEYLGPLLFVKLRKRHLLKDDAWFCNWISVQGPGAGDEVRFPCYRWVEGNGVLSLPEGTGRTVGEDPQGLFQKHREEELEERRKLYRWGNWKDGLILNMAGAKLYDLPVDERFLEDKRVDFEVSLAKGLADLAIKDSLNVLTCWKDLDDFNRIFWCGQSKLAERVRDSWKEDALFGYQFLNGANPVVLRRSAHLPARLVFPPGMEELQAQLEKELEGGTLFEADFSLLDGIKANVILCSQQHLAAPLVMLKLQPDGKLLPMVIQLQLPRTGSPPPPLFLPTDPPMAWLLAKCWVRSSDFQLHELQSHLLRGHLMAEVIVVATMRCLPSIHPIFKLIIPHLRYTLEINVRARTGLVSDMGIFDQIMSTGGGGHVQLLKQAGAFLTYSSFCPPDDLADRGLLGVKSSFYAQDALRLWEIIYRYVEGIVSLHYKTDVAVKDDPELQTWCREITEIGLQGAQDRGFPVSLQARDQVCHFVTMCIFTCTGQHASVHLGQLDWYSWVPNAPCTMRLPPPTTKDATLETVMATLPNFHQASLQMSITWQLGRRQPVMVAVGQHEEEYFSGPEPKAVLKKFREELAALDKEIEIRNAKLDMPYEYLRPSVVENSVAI
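Readout: Fe(III)-xylenol orange absorbance, 573-to-405 nm ratio as reaction progress. Enzyme 40 nM purified human 15hLO-1, substrate 50 uM arachidonic acid, 6 min RT after 15 min compound preincubation; Hepes pH 7.5 buffer with Triton X-100.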
GFP_derepression: epigenetic modulators derepressing GFP locus in mouse cells | mouse C127i GFP locus derepression, cytometry, 30 h | Potency, µM (series often up to 46.1 µM), without a hit: at the top dose GFP derepression (activation) | actives 0.09% (n = 68,000); note: % of control where 0% means no effect
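Derepression screen: silenced CMV-GFP reporter in murine C127i cells, 30 h compound incubation at 37 C, washed cells imaged by laser-scanning cytometer to enumerate GFP-expressing objects of 20 to 120 um.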
BRCT_inh_green: inhibitors of human BRCA1 BRCT-phosphoprotein interaction (green fluorophore); BRCA1 BRCT-phosphopeptide binding, green fluorescence polarization; Potency, µM (series often up to 76.9 µM), for inactives: top-dose activity change, negative = inhibition, most hits filed as inhibitors; actives 0.05% (n = 75,000);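 note: potency is the fitted concentration of half-maximal effect; plate controls were peptide without protein for full effect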
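Compounds were incubated for 12 min at room temperature with a complex of 100 nM fluorescein-tagged pBACH1 decapeptide and 250 nM His-tagged BRCT protein. Buffer was phosphate pH 7.3 with EDTA, DTT and Tween 20. Disruption of binding lowers the polarization signal.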
UbGFP_stabilizer: ubiquitin-GFP accumulation via proteasome inhibition. Ubiquitin-GFP reporter cells, proteasome inhibition, GFP fluorescence; response scale: untreated = 0%, 10 µM MG-132 = 100%. Potency, µM (highest dose often 45.9 µM), inactives show at the highest dose activation (GFP accumulation), hits mostly activators. 67,000 tested, under 10 active; active = well fitted activation curve with a large enough effect, not every such curve was filed as active; inconclusive = small, poorly fitted or top-dose-only effect, or another doubt; inactive = no such curve, though single readings can be large or run the other way; note: potency is the fitted concentration of half-maximal effect
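Proteasome block read as GFP accumulation: ubiquitin(G76V)-GFP U2OS cells exposed to compound (2.9 nM–46 uM) for 4 hr at 37 C. Normalization used untreated cells as 0% and 10 uM MG-132 as 100%; concentration-response curves fitted.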
BRCT_PPI_red: disrupts BRCA1 BRCT binding to phosphoprotein, red fluorophore readout. P38398. BRCT-phosphopeptide binding, red fluorescence polarization. Potency, µM (top dose mostly 76.9 µM), inactives show at the top dose activity change, negative = inhibition, actives largely listed as inhibitors. actives 0.03% (n = 75,000); note: % is set by controls: 0 for no effect and ±100 for the full control effect
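Rhodamine-labelled pBACH1 10-mer (100 nM) bound to BRCT domain (100 nM) at pH 7.3; compounds incubated 12 min room temperature, polarization read. Free peptide defines full inhibition; unlabelled decapeptide titrated as control.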
DNA_Pol_III_inh: inhibitors of bacterial DNA polymerase III holoenzyme; Potency, µM (titrated, usually from 57.1 µM), without a hit: top-dose activity change, negative = inhibition; actives 0.25% (n = 71,000); AID 603; reconstituted DNA polymerase III holoenzyme replication, biochemical; note: potency is the fitted concentration of half-maximal effect; % is set by controls: 0 for no effect and ±100 for the full control effect
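Reconstituted *E. coli* holoenzyme (0.35 nM Pol III, 1 nM beta, 154 nM SSB, 2 nM primase) was preincubated with compound for 15 min at RT. Synthesis on 1.4 nM ssM13Gori ran 35 min, then was stopped with PicoGreen/EDTA and read as dsDNA fluorescence.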
HADH2_inh: blocks human hydroxyacyl-CoA dehydrogenase type II. recombinant HADH2, NADH fluorescence, beta-hydroxybutyryl-CoA. Q99714. actives 3.4% (n = 73,000). AID 886. Potency, µM (titrated, usually from 57.1 µM), for the others: top-dose activity change, negative = inhibition, hits mostly inhibitors; note: potency is the fitted concentration of half-maximal effect; % is set by controls: 0 for no effect and ±100 for the full control effect; nearly all actives have a fitted effect of over 60% in size; many of its hits are not listed in these tables
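NADH fluorescence (ex 360/em 450 nm) read every 30 s for 4 min; activity taken as last-minus-first time point difference. Enzyme 20 nM, NAD+ 1 mM, beta-hydroxybutyryl-CoA 90 uM, pH 9.0 Tris buffer.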
Hsp90_Hop_PPI: changes Hsp90-Hop TPR2A binding signal, up or down. AlphaScreen TPR2A-His6 binding biotin-Hsp90 C-terminal peptide. actives 0.44% (n = 71,000). Potency, µM (top dose mostly 57 µM), for inactives: at the highest dose activity change, negative = inhibition; active = well fitted curve in either direction with a large enough effect; inconclusive = small, poorly fitted or top-dose-only effect, or another doubt; note: potency is the fitted concentration of half-maximal effect; % is set by controls: 0 for no effect and ±100 for the full control effect; many of its hits are not listed in these tables
Starred values were filed as active, the others as inactive; ? = inconclusive; · = not tested or not shown; ! = not active in a repeat; [ ] = remark or other dose. Unless noted, calls come from the whole dose curve; as a rule, active = well fitted curve in the direction sought with a large enough effect; inconclusive = small, poorly fitted or top-dose-only effect, or another doubt; inactive = no such curve, though single readings can be large; an effect the other way counts as inactive or inconclusive. Not all compounds are listed (hit frequency here may not be typical).

SMILES CRE-bla_Fsk USP2a_inhib HBB_splicing 15-hLO_inh GFP_derepression BRCT_inh_green UbGFP_stabilizer BRCT_PPI_red DNA_Pol_III_inh HADH2_inh Hsp90_Hop_PPI
CCCCOc1cc(C(=O)OCCN(CC)CC)ccc1N 0%[17.1_µM] -1%[17.1_µM] -0.7%[20.6_µM] 10%[25.6_µM] 1%[20.6_µM] -0.6%[34.4_µM] 6%[20.5_µM] 0.9%[34.4_µM] -7%[25.6_µM] -1%[25.6_µM] 1%[26_µM]
CCN(CC)CCOc1ccc(Cc2ccccc2)cc1 -10% · · 3%[25.6_µM] 3% -0.2% 0% -1.4% -4% 1% 1%
CN(C)C/C=C(\c1ccc(Br)cc1)c1cccnc1 -4%[7.6_µM] 50%[activator][17.1_µM] 3.1%[9.22_µM] 7%[25.6_µM] 13%[9.22_µM] 4.0%[15.4_µM] -11%[9.17_µM] 0.8%[15.4_µM] -12%[11.4_µM] 12%[11.4_µM] -4%[11_µM]
COc1cc(C=O)ccc1O -7% · 0.1% 8% · -2.2% · 2.0% -4% -6% 5%
COC(=O)c1ccccc1O -8% · -0.3% -8% · -2.2% · -0.6% -5% -1% -1%
O=C1c2c(O)ccc(O)c2C(=O)c2c(NCCNCCO)ccc(NCCNCCO)c21 5%[17.1_µM] 31%[activator] 3.2%[20.6_µM] 9% ? -1.5%[3.08_µM] 7%[20.5_µM] -4.7% 1µM* 7%[25.6_µM] 16µM*!
C[C@@]12CC[C@H]3[C@@H](CCC4=CC(=O)CC[C@]43C)[C@H]1CC[C@H]2C(=O)CO 7%[17.1_µM] 10%[17.1_µM] -0.7%[20.6_µM] -7%[25.6_µM] -1%[20.6_µM] 1.6%[34.4_µM] 6%[20.5_µM] -0.7%[34.4_µM] -5%[25.6_µM] 0%[25.6_µM] ?
N=c1nc(N2CCCCC2)cc(N)n1O -9% -2% 3.3%[20.6_µM] 5% 5%[20.6_µM] -4.5% -2% 2.2% 1% 7% -5%
Cc1cc(Cn2cnc3c2C[C@@H](C(=O)O)N(C(=O)C(c2ccccc2)c2ccccc2)C3)ccc1N(C)C 3% · · ? 1% -0.5% -3% -0.2% 0% 1% -9%
Cc1onc(-c2ccccc2Cl)c1C(=O)N[C@H]1C(=O)N2[C@H]1SC(C)(C)[C@H]2C(=O)O -2%[17.1_µM] -5%[17.1_µM] 4.3%[20.6_µM] 8%[25.6_µM] -2%[20.6_µM] -1.8%[34.4_µM] -3%[20.5_µM] 1.1%[34.4_µM] -1%[25.6_µM] 5%[25.6_µM] -2%[26_µM]
CCc1cccc(CC)c1NC(=O)CN(CC(=O)O)CC(=O)O -4%[17.1_µM] -2%[17.1_µM] -0.7%[20.6_µM] 67%[activator][25.6_µM] 1%[20.6_µM] -0.6%[34.4_µM] 2%[20.5_µM] 0.0%[34.4_µM] -1%[25.6_µM] -4%[25.6_µM] -12%[26_µM]
C[C@@H]1c2cccc(O)c2C(O)=C2C(=O)[C@@]3(O)C(O)=C(C(N)=O)C(=O)[C@@H](N(C)C)[C@@H]3[C@@H](O)[C@@H]21 -10%[17.1_µM] 16µM* -0.4%[20.6_µM] 12%[25.6_µM] 0%[20.6_µM] -1.1%[34.4_µM] -9%[20.5_µM] -0.6%[34.4_µM] -7%[25.6_µM] 13µM*! ?
Cc1cc(=O)oc2cc(O)ccc12 5%[17.1_µM] -4%[17.1_µM] -0.1%[20.6_µM] 1%[25.6_µM] -1%[20.6_µM] -0.3%[34.4_µM] 7%[20.5_µM] -1.0%[34.4_µM] -9%[25.6_µM] 2.5µM* -1%[26_µM]
Cc1scc2c1N(C(=O)CN1CCN(C)CC1)c1ccccc1NC2=O -5% -3% -1.0%[20.6_µM] 0% -1% -2.6%[3.08_µM] -3% -0.7% -2% -9% 0%
CCCOc1ccc(C(=O)OCCN(CC)CC)cc1N -12%[17.1_µM] 2%[17.1_µM] 2.1%[20.6_µM] -12%[25.6_µM] 1%[20.6_µM] -0.4%[34.4_µM] 11%[20.5_µM] -0.8%[34.4_µM] -2%[25.6_µM] -4%[25.6_µM] ?

3 compounds from above, sorted by count of non-hydrogen atoms, highest first:
SMILES CRE-bla_Fsk USP2a_inhib HBB_splicing 15-hLO_inh GFP_derepression BRCT_inh_green UbGFP_stabilizer BRCT_PPI_red DNA_Pol_III_inh HADH2_inh Hsp90_Hop_PPI
Cc1scc2c1N(C(=O)CN1CCN(C)CC1)c1ccccc1NC2=O -5% -3% -1.0%[20.6_µM] 0% -1% -2.6%[3.08_µM] -3% -0.7% -2% -9% 0%
CN(C)C/C=C(\c1ccc(Br)cc1)c1cccnc1 -4%[7.6_µM] 50%[activator][17.1_µM] 3.1%[9.22_µM] 7%[25.6_µM] 13%[9.22_µM] 4.0%[15.4_µM] -11%[9.17_µM] 0.8%[15.4_µM] -12%[11.4_µM] 12%[11.4_µM] -4%[11_µM]
COC(=O)c1ccccc1O -8% · -0.3% -8% · -2.2% · -0.6% -5% -1% -1%
